Source: PubChem BioAssay (National Center for Advancing Translational Sciences (NCATS))
TRPV1 ag: agonists of human vanilloid receptor 1 (TRPV1); TRPV1-expressing cells, Fluo-8 calcium influx, agonist mode; Q8NER1; activation, % at 8.33 µM; 320,000 tested, 0.19% active; in the data active = activation above about 80%; inconclusive = between about 30% and that limit; note: 0% is about no effect
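Fluo-8 calcium influx in TRPV1-expressing cells, kinetic read (ex 480/em 520 nm). Compound added and read 3 min for agonist activity, followed by capsaicin at EC20 final and 2 min further read for enhancement.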
B2AR arrestin: recruits beta-arrestin to the human beta2-adrenergic receptor; P07550; beta-arrestin recruitment to beta2AR, cell-based reporter; Potency, µM (series often up to 46.1 µM), inactives show at the top dose activation, usual class: activators; 330,000 tested, 0.02% active;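 note: potency is the fitted concentration of half-maximal effect; 0% = DMSO controls and full agonism = EC100 isoproterenol or metaproterenol; nearly all actives have a fitted effect of over 65% in size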
ELG1 DNA repair: blocks ELG1-dependent DNA repair in HEK293T cells | Potency, µM (highest dose often 46.1 µM), without a hit: at the top dose activity change, negative = inhibition, most hits filed as inhibitors | HEK293T ELG1-luciferase reporter, luminescence, 16 h; DNA damage induced by 5-fluorouridine | 330,000 tested, 2.3% active; note: potency is the fitted concentration of half-maximal effect; % is set by controls: 0 for no effect and ±100 for the full control effect; nearly all actives have a fitted effect of over 55% in size
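HEK293T cells expressing luciferase-tagged ELG1 (2,000/well) received 5-Fluorouridine plus compound or DMSO for 16 hr at 37 °C. Luciferase was read by ONE-Glo luminescence after 30 min at room temperature.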
p53 reactivator: restores transcriptional activity of mutant p53. AID 504706. Potency, µM (titrated, usually from 92.2 µM), inactives show at the top dose activity change, positive = activation, most hits filed as activators. H1299 p53-A138V BP100-luciferase reporter, luminescence, 24 h. 320,000 tested, 0.063% active; note: potency is the fitted concentration of half-maximal effect; % of control where 0% means no effect; nearly all actives have a fitted effect of over 45% in size
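H1299 (p53-null), stable ts p53-A138V + BP100-Luc; 1000 cells/well, Opti-MEM/10% FBS; cpd 4 pt, 1:5; 24 h, 37 deg C, 5% CO2; detection reagent 10 min RT; luminescence.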
MLL CXXC-DNA inh: inhibitors of human MLL CXXC domain-DNA interaction. MLL-CXXC / FITC-HOXA9 DNA fluorescence polarization. Potency, µM (doses to about 115 µM), for the others: at the highest dose activity change, negative = inhibition, hits mostly inhibitors. 290,000 tested, 0.037% active. AID 2662; active = well fitted inhibition curve with a large enough effect in the polarisation, with a control signal flat, not every such curve was filed as active; inconclusive = small, poorly fitted or top-dose-only effect, or effect the other way, or a change in a side signal; inactive = no such curve, though single readings can be large or run the other way; the % refers to the polarisation; note: potency is the fitted concentration of half-maximal effect
Target sequence (Q03164 whole entry, looked up, the tested form may be a part): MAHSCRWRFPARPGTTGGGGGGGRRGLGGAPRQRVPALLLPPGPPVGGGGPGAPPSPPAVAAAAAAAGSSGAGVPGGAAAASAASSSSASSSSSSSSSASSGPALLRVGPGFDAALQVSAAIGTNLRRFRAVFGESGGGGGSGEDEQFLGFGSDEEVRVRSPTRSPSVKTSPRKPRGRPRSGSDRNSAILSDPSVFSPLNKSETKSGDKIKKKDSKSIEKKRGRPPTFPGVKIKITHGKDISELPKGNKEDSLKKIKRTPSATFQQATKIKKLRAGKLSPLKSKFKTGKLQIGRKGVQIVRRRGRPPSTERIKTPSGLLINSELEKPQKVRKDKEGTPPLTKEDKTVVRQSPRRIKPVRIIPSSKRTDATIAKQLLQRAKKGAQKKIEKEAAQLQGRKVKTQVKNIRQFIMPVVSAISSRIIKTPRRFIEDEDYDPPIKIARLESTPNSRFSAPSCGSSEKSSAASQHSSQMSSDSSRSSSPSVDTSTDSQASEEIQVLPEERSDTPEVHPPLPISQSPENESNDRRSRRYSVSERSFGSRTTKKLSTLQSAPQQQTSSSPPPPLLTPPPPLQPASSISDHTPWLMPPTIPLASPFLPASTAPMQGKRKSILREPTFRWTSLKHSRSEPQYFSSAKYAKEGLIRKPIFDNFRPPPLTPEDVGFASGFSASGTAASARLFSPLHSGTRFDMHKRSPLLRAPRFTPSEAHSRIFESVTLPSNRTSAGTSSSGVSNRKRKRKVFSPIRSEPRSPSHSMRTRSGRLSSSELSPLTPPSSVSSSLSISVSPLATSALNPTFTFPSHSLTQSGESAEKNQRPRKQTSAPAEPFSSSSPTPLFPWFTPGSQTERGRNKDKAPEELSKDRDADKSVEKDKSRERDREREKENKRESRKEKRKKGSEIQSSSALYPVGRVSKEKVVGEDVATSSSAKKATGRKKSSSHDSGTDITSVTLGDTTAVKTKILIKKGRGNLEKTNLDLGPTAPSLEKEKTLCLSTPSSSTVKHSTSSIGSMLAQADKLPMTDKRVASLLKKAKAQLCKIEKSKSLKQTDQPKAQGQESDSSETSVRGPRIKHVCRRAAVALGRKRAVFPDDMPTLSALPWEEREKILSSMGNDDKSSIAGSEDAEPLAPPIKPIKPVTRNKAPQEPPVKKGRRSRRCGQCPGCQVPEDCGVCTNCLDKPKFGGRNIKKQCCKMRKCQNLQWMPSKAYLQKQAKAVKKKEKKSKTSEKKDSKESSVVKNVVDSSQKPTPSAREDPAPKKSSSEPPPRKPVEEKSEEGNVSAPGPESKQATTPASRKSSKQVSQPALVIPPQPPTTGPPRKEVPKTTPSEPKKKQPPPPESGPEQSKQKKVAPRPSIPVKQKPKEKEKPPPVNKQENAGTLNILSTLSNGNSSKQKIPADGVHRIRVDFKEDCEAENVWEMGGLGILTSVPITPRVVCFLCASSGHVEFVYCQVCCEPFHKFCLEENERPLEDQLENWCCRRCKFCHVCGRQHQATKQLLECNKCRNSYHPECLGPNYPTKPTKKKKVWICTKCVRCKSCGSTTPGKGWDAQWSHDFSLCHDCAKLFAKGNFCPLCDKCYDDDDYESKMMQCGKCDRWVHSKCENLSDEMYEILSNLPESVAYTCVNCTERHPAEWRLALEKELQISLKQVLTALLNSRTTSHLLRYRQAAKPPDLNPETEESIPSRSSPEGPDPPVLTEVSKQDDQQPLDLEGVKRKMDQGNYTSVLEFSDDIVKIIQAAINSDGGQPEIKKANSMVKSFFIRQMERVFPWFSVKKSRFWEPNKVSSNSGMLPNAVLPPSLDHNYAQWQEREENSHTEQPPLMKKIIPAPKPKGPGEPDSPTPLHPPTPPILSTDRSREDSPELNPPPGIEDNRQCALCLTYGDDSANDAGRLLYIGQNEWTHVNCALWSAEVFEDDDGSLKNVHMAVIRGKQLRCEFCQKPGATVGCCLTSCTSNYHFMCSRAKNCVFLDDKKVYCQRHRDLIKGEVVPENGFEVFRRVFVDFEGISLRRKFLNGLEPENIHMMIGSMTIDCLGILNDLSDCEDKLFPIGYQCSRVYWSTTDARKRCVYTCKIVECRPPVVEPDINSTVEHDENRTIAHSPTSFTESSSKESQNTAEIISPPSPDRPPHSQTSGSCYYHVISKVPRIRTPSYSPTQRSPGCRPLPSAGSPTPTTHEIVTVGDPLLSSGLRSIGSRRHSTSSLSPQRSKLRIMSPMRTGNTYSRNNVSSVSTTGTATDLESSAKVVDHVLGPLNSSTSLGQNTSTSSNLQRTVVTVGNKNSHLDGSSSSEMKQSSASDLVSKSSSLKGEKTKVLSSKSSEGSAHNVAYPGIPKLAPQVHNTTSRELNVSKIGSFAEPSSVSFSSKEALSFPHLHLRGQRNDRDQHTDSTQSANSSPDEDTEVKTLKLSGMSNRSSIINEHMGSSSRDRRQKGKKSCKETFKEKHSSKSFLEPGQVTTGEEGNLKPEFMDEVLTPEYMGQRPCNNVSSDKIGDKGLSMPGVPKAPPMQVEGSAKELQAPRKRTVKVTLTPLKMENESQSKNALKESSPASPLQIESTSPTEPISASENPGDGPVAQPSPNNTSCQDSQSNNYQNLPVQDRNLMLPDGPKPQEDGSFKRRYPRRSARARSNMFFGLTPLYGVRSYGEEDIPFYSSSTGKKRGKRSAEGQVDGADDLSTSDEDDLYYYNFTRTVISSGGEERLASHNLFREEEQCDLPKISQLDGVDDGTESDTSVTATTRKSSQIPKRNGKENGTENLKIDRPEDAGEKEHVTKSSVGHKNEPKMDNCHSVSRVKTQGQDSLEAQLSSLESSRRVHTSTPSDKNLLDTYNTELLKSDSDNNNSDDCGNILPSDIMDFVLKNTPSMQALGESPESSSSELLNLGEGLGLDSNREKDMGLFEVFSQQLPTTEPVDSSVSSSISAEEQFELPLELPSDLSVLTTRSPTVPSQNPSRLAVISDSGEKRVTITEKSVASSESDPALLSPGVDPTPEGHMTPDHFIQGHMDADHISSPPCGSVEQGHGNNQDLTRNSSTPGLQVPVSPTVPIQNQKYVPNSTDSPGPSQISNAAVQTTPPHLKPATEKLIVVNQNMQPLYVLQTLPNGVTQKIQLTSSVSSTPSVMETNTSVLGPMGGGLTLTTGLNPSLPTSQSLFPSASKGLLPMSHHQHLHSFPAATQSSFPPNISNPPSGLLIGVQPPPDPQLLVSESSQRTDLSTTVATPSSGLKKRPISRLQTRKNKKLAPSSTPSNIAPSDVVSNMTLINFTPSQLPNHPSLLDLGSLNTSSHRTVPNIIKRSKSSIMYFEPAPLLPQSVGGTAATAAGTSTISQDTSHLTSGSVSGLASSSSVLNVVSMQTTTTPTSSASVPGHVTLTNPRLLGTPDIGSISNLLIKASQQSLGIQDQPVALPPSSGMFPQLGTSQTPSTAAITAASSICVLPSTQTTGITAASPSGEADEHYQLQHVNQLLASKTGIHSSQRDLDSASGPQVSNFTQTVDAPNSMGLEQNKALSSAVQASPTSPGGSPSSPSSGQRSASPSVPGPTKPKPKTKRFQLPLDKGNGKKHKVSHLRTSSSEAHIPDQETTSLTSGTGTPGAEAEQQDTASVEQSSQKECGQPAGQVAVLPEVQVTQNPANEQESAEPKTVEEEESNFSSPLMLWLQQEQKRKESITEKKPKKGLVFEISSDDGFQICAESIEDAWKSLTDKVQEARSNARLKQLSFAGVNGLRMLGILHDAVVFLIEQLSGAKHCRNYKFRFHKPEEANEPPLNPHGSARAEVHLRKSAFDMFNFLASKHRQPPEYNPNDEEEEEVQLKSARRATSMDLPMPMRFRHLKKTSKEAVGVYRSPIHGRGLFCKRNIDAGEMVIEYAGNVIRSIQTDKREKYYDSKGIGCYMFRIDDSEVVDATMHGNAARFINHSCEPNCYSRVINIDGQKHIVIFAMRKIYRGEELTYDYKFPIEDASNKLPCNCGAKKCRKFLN
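Purified MLL-CXXC (added from a 7 uM solution) was preincubated 5 min at ambient with pinned compounds in 50 mM Tris-HCl pH 7.5, 50 mM NaCl, 1 mM DTT, 0.05% BSA. Fluorescein-labeled HOX-A9 DNA (50 nM solution) followed, 30 min, then polarization read.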
AT treatment: potential ataxia-telangiectasia treatment; AID 485349; 320,000 tested, 0.19% active; Potency, µM (series often up to 57.5 µM), inactives show top-dose activation, actives largely listed as activators; […] A-T fibroblasts, KAP-1 phosphorylation AlphaLISA; neocarzinostatin DNA damage 30 min before lysis; note: potency is the fitted concentration of half-maximal effect; % of control where 0% means no effect; nearly all actives have a fitted effect of over 45% in size
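ATM-like activity read as KAP-1 phosphorylation via AlphaLISA donor/acceptor antibody pairs after lysis and 6 hr at 25C. Cells were ATM-null patient fibroblasts ([…], hTERT), dosed 60 min, then exposed to the DSB inducer NCS for 30 min.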
BRCA1 expr act: BRCA1 expression activation | MCF7-BRCA1-FFLuc reporter, luminescence, 48 h; response scale: scaled: vehicle 0%, 10 µM genistein 100% | Potency, µM (top dose mostly 46.1 µM), inactives show top-dose activation, hits mostly activators | 380,000 tested, 1.1% active | AID 624202; note: potency is the fitted concentration of half-maximal effect; nearly all actives have a fitted effect of over 80% in size; some results filed as inactive show a strong effect at the top dose
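Cells: MCF7-BRCA1-FFLuc, 2000/well. Exposure: 48 h, 37 °C, 5% CO2. Read: luminescence, 15 min post-substrate. Controls: genistein 10 microM (maximal activation), DMSO (neutral).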
TCR activator: T cell receptor activation | 330,000 tested, under 10 active | Potency, µM (series often up to 9.22 µM), inactives show at the top dose activation of IL-2 secretion, usual class: activators | primary human leukocytes, anti-CD3, IL-2 HTRF, 48 h | AID 504894; note: % of control where 0% means no effect
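Primary human leukocytes receive a-CD3 beads and test compound and are incubated 48 hr. Secreted IL-2 is then assayed by HTRF, measuring 665nm acceptor emission after 320nm excitation of the europium donor.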
Integrin act MD: activates integrin-mediated alleviation for muscular dystrophy | alpha7betagal myoblasts, beta-gal FDG fluorescence, 48 h | Potency, µM (top dose mostly 38.3 µM), inactives show at the highest dose activation, most hits filed as activators | 350,000 tested, 0.064% active | AID 624291;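 note: potency is the fitted concentration of half-maximal effect; 100% = response of the positive control SU9516; nearly all actives have a fitted effect of over 60% in size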
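alpha7betagal+/- myoblasts (passage 13, 250/well) treated 48 h at 37C with compounds at 1:260 dilution of DMSO stock. Lysed, then beta-galactosidase activity read as FDG fluorescence (ex 480/em 540) after 30 min, with pre-read for autofluorescence.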
TSG101-PTAP inh: blocks PTAP/TSG101 interaction to inhibit HIV-1 budding; Potency, µM (top dose mostly 115 µM), inactives show top-dose activity change, negative = inhibition, actives largely listed as inhibitors; Q99816; 340,000 tested, under 10 active; Fluorescence polarization, FITC-PTAP peptide / Tsg101 binding; active = well fitted inhibition curve with a large enough effect in the main read-out, with a control signal flat, not every such curve was filed as active; inconclusive = small, poorly fitted or top-dose-only effect, or effect the other way, or a change in a side signal; inactive = no such curve, though single readings can be large or run the other way; note: potency is the fitted concentration of half-maximal effect; % of control where 0% means no effect
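Compounds were pin-transferred onto Tsg101 binding domain (10 uM final) in HEPES pH 7.5 buffer, then FITC-PTAP peptide was added at 50 nM final. After 20 min at RT, polarization reported peptide displacement across a qHTS concentration series.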
Starred values were filed as active, the others as inactive; ? = inconclusive; · = not tested or not shown; [ ] = another dose, or the depositor's remark. Unless noted, calls come from the whole dose curve; as a rule, active = well fitted curve in the direction sought with a large enough effect; inconclusive = small, poorly fitted or top-dose-only effect, or another doubt; inactive = no such curve, though single readings can be large; an effect the other way counts as inactive or inconclusive.

SMILES	TRPV1 ag	B2AR arrestin	ELG1 DNA repair	p53 reactivator	MLL CXXC-DNA inh	AT treatment	BRCA1 expr act	TCR activator	Integrin act MD	TSG101-PTAP inh
C=CCN(c1cccc(C(F)(F)F)c1)S(=O)(=O)c1cccc(C(=O)OCC(=O)NCCC)c1	26	-0.9%	-3%	4%	0%	0%	-15%	-5%[46.1 µM]	-5%	-3%
CCOc1cc(NC2CS(=O)(=O)CC2O)c(OCC)cc1NC(=O)c1ccccc1 (stereo unspecified)	0	-0.9%	19%	-5%	-5%	-3%	-15%	5%	13%	0%
CCOC(=O)CN1C(=O)C(Sc2n[nH]c(-c3ccccc3)n2)CCc2ccccc21 (stereo unspecified)	7	-0.8%	?	-2%	-2%	5%	-2%	-2%	-14%	-5%
N#C/C(=C\c1cn(CCOc2ccccc2)c2ccccc12)C(=O)NCc1ccco1	·	-0.4%	3%	1%	20%	18%	-1%	0%	-16%	1%
Cc1ccc2nc(C)c(C(=O)N/N=C/c3cccc([N+](=O)[O-])c3)cc2c1	3	-0.9%	-8%	-4%	6%	-3%	-1%	2%[46.1 µM]	-7%	-8%
CC/C(O)=C(\C#N)c1nnc2n1CCCCC2	-1	-1.1%	-5%	1%	-3%	-1%	2%	1%	14%	2%
CC(N)C(=O)NC(CO)C(O)C(N)C=O (stereo unspecified)	·	·	·	·	·	·	-55%	16%	1%	0%
O=C(CSc1ccccc1)Nc1ccc(N2CCOCC2)c(F)c1	-1	0.1%	?	29%	-7%	19%	7.9µM*	0%	12%	2%
Cc1ccc(CCC(=O)Nc2ccc([N+](=O)[O-])cc2)o1	?	-0.5%	?	-7%	1%	5%	14%	-5%	32%	-1%
Cc1cccc(-n2nnnc2SCC(=O)Nc2ccc(N3CCN(C)CC3)cc2)c1	-2	0.1%	10%	-2%	2%	4%	-26%	7%	-18%	-7%
CC(C)(O)C#Cc1ccc(CN2CCN(Cc3ccccc3)C(CCO)C2)cc1 (stereo unspecified)	1	-0.4%	6%	-3%	1%	-4%	-36%	4%	-18%	0%
Cc1ccc(C(C)C)c(OCC(=O)OCC(=O)c2c(N)n(C)c(=O)n(C)c2=O)c1	-2	0.2%	12%	7%	·	4%	5%	3%	-12%	-6%
CCCC[C@H]1COCCS(=O)(=O)N1Cc1ccc(C)cc1	?	-0.5%	6%	7%	-19%	1%	0%	-23%	10%	-5%
CCOc1ccccc1CNc1nc2nc3c(c(=O)n2[nH]1)CCC3	-1	0.0%	-1%	0%	0%	-8%	1%	-3%	-8%	-2%
COC(=O)C1=C(C)N(Cc2ccccc2)C(=NCc2ccco2)N[C@H]1c1cccc(F)c1	·	-0.7%	5%	-3%	·	4%	0%	6%	3%	0%
COc1cc2c(cc1OC)C1=C(C#N)CCC(=O)N1CC2	1	0.1%	-1%	-7%	-1%	1%	0%	10%	4%	3%
C[C@H](NC(=O)c1ccco1)C(=O)Nc1ccc(C#N)cc1	-3	-0.4%	4%	-4%	-43%	-2%	-25%	-1%	6%	-1%
CCSc1nnc(-c2cc(Br)ccc2N=Cc2c(C)[nH]n(-c3ccccc3)c2=O)c(=O)[nH]1	-1	-0.2%	-6%	0%	-25%	-1%	-16%	-22%	13%	-4%
O=C(O)CN1C(=O)/C(=C/c2ccc(SCc3ccccc3)o2)SC1=S	-1	-0.1%	11%	5%	?	-5%	-1%	-1%	-9%	?
O=C(OCCC1Oc2cccnc2NC1=O)c1ccc([N+](=O)[O-])cc1 (stereo unspecified)	-2	0.2%	-13%	-1%	-11%	6%	·	·	·	·
Nc1nonc1-n1nnc(C(=O)N/N=C/c2cc(Br)cs2)c1-c1ccccc1	0	0.5%	-19%	-6%	4%	1%	-42%	-1%	-1%	-5%
Cc1cccc(N2CCN(S(=O)(=O)c3cc(-c4cc(C)no4)ccc3C)CC2C)c1 (stereo unspecified)	29	-0.1%	?	22%	0%	1%	0%	-1%	-28%	2%
COc1cccc(CNC(=O)c2cnc(-c3ccccn3)nc2C(F)(F)F)c1	-4	-1.1%	0%	-10%	-7%	7%	-25%	-4%	-4%	-2%
Cc1ccc2c(CN3CC(C)CC(C)C3)cc(=O)oc2c1 (stereo unspecified)	?	0.0%	3%	-2%	8%	11%	-32%	6%	-11%	1%
CC1(C)CC(C)(c2ccc(O)cc2O)N(c2ccc3ccccc3c2)C(=S)N1 (stereo unspecified)	6	2.6%	?	-16%	10%	-8%	-18%	3%[46.1 µM]	16%	0%

3 compounds from above, reduced to TRPV1 ag and MLL CXXC-DNA inh.
SMILES | TRPV1 ag | MLL CXXC-DNA inh
Cc1cccc(-n2nnnc2SCC(=O)Nc2ccc(N3CCN(C)CC3)cc2)c1 | -2 | 2%
CC(C)(O)C#Cc1ccc(CN2CCN(Cc3ccccc3)C(CCO)C2)cc1 (stereo unspecified) | 1 | 1%
Cc1ccc(C(C)C)c(OCC(=O)OCC(=O)c2c(N)n(C)c(=O)n(C)c2=O)c1 | -2 | ·

New compounds follow
SMILES	TRPV1 ag	B2AR arrestin	ELG1 DNA repair	p53 reactivator	MLL CXXC-DNA inh	AT treatment	BRCA1 expr act	TCR activator	Integrin act MD	TSG101-PTAP inh
CCOC(=O)c1cnc(SCC(=O)OC)nc1N	-1	0.3%	17%	11%	-5%	1%[11.5 µM]	12%	-1%	19%	-1%
C=CCOc1ccc(C2/C(=C(\O)c3c(C)[nH]c(C(=O)OC)c3C)C(=O)C(=O)N2CCN(C)C)cc1 (stereo unspecified)	1	-0.1%	11%	12%	-2%	11%	-9%	3%	-10%	-6%
Cc1nnc2ccc(-c3cccc(NC(=O)c4ccc(Cl)nc4)c3)nn12	2	-0.1%	-26%	-4%	11%	8%	-37%	-1%	2%	0%
O=C(CCCc1ccccc1)c1ccccc1	?	0.1%	?	?	4%	-1%	?	-2%	9%	0%
O=S(=O)(/N=C(/Nc1cccnc1)c1ccccc1)c1ccc(F)cc1F	·	0.1%	16%	2%	·	2%	4%	9%	?	-2%
COc1ccc(C2CC(=O)C(C=NCCCO)=C(O)C2)cc1 (stereo unspecified)	4	-0.2%	5%	·	-19%	5%	-6%	-15%	20%	-18%
O=C(CNC(=S)N(Cc1ccccc1)Cc1ccccc1F)NCc1ccccc1	?	-0.2%	?	-4%	-8%	-3%	-50%	-14%	19%	-1%
Cc1cccc(/C=N/NC(=O)c2ccc3c(c2)OCCO3)c1O	?	4.8%	?	?	2%	12%	·	·	·	·
Cc1ccc(SCC(=O)NCC2CCCO2)cc1 (stereo unspecified)	19	0.0%	?	1%	-5%	-3%	13%	-3%	8%	-1%
Cc1ccc(NC(=S)Nc2nc(CC(=O)Nc3ccccc3)cs2)cc1	·	-0.5%	?	12%	23%	14%	7%	0%	8%	-1%
O=C(NCC1CCCO1)c1ccc(NS(=O)(=O)c2ccccc2)cc1 (stereo unspecified)	0	-0.6%	14%	-2%	-2%	-3%	2%	-12%	18%	0%
O=c1cc(N2CCCCC2)c(-c2ccccc2)nn1Cc1ccc(Cl)cc1	?	0.1%	?	-5%	1%	0%	-5%	-1%	19%	-1%
COc1ccc(N2CCN(C(=O)C3(C)CC3(Cl)Cl)CC2)cc1 (stereo unspecified)	4	-1.8%	-1%	-4%	9%	3%	-18%	6%[46.1 µM]	24%	0%
Cc1c(O)nc(SCC(=O)Nc2nccs2)n(-c2ccccc2F)c1=O	-2	0.1%	13%	1%	5%	8%	-6%	7%	8%	-2%
Cn1nccc1/C=C(/C#N)S(=O)(=O)c1ccccc1	3	-0.1%	-4%	-6%	?	2%	-32%	·	-24%	-12%
CCOc1ccccc1NC(=O)CSc1nc2[nH]ncc2c(=O)[nH]1	-1	-0.7%	11%	14%	·	8%	10%	-2%	1%	-2%
CC(C)Cc1nc2oc3c(N4CCN(CCO)CC4)ncnc3c2c2c1CCCC2	0	0.0%	?	3%	5%	2%	-50%	-3%	-19%	-17%
COc1ccc(NC(=O)c2cc(C3CC3)nc3c2cnn3C(C)C)cc1OC	1	-0.2%	?	-11%	·	-1%	-39%	0%	15%	0%
O=C(c1ccccc1)c1nccn1-c1ccc(Cl)nn1	1	-0.5%	12%	0%	6%	3%	30%	3%	24%	-2%
Cc1ccc(S(=O)(=O)N2CCC(=O)N(CCOCc3ccccc3)CC2)cc1	?	-0.5%	6%	-10%	2%	14%	0%	16%	-9%	-4%
CCOc1cc(Br)c(CC(=O)NC2CCCCCC2)cc1OCC	?	0.1%	-29%	5%	0%	9%	-34%	7%	-34%	5%
CNC(=O)CS(=O)CC(=O)Nc1cc(OCCOC)c(Cl)cc1Cl (stereo unspecified)	-1	0.3%	-3%	-2%	-8%	7%	-11%	3%	-26%	1%
CN(C)/C=C(\C=O)c1cccc(Cl)c1	0	0.1%	3%	-9%	8%	1%	-9%	4%	2%	0%
